ARNT-TACC3 inh – disrupts binding between human ARNT and TACC3; Q9Y6A5; AlphaScreen His-ARNT PAS-B/GST-TACC3 binding, luminescence; TACC3 fragment carries E629A point mutation; inhibition, % at 9.99 µM; actives 0.66% (n = 390,000); AID 623870;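 active = mean inhibition of replicates at least 50% and at least half of replicates each reaching 50%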;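 note: 0% = complete ARNT plus TACC3 wells and 100% = ARNT alone without TACC3; many hits fall short of the cut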
* = called active by the depositor. A portion of the library (hit frequency here may not be typical).

ARNT-TACC3 inh,smiles
-5,COC(=O)c1c(C(=O)OC)c(-c2cccc(C)c2)n2c1CS(=O)(=O)C2
0,Cc1ccc(C(C)NC(=O)/C(C#N)=C\c2c(C)[nH]c3ccccc23)cc1 (stereo not drawn)
-1,CCOC(=O)Nc1ccc2c(c1)N(C(=O)CCN(C)C)c1ccccc1S2
0,COc1cc(-c2nnc(SCc3cc(=O)oc4cc(O)c(O)cc34)o2)cc(OC)c1OC
-3,COC(=O)c1ccc(Cl)c(NC(=O)CSc2ncn[nH]2)c1
14,N#Cc1c(N)nc(SC2CCCCC2=O)c(C#N)c1-c1ccco1 (stereo not drawn)
5,CCOc1ccc2nc(SCC(=O)NC(=O)NCc3ccco3)[nH]c2c1
14,COc1ccc(NC(=O)CN(C)C(=O)c2cccc(S(=O)(=O)N3CCN(Cc4ccccc4)CC3)c2)cc1
26,COC(=O)C1=C(C(=O)OC)SC(=C2C(=S)C(C)(C)N(C(=O)C3CC3)c3ccccc32)S1
-5,O=C(NC12CC3CC(CC(C3)C1)C2)C1=COCCO1
-7,Cc1c(Br)c(C(F)(F)F)nn1CC(=O)N1CCCC1
-2,CCOc1ccc(NC(=O)NCCCSC2CCCCC2)cc1
0,CN(C)CCC(O)(c1ccccc1)c1ccccc1
26,CCOc1ccc(S(=O)(=O)N2CCN(Cc3ccccc3)CC2)c2cccnc12
-25,O=S(=O)(N1CCCCC1)N1CCN(S(=O)(=O)N2CCCCC2)CC1
0,COc1ccccc1-n1nnnc1SCC(=O)Nc1cc(C)on1
-1,CC(=O)Nc1cccc(-c2nc3ccc(NC(C)=O)cc3[nH]2)c1
-9,Nn1c(SCC(=O)Nc2ccc(F)cc2)nnc1C1CCCCC1
-9,Cc1ccc(S(=O)(=O)N2CCOCC2)cc1C(=O)N1C(=O)c2cccc(N)c2C1=O
4,CN(Cc1ccon1)C(=O)CC1C(=O)NCCN1Cc1ccc(F)c(F)c1 (stereo not drawn)
1,COc1cc(C(=O)N2CCN(S(=O)(=O)c3ccc(C)cc3)CC2)ccc1OCc1c(C)noc1C
4,COc1ccc(C2(C(=O)N3CCOCC3)CCCC2)cc1
-1,CC(=O)NC12CC3CC(CC(CC(=O)O)(C3)C1)C2
-1,Cc1ccc(S(=O)(=O)c2nc(C)c3c(n2)CCC3)cc1
-10,O=C1N(Nc2ccccc2)C(c2ccc(Br)cc2)C12CCCCC2 (stereo not drawn)
-3,O=C(Nc1ccc(N2CCOCC2)cc1)C1CCN(S(=O)(=O)Cc2ccccc2)CC1
1,COc1ccc(O)c(-c2c(-c3ccc(Cl)cc3)n[nH]c2C)c1
-1,CN(C)c1cc[nH]c(=O)c1C#N
15,Cc1cc(C)n(-c2cc(C(C)(C)C)nc3c(-c4ccc(Cl)cc4)cnn23)n1
-4,COc1ccc(Cl)cc1NC(=O)Nn1cnnc1
8,CN1CCN(C(c2ccc(F)cc2)c2ccc3cccnc3c2O)CC1 (stereo not drawn)
-17,CCOC(=O)C1=C(c2ccccc2)Nc2ncnn2C1c1ccc(OC)c(OC)c1OC (stereo not drawn)
-5,CC(=O)OC(C(=O)NCS(=O)(=O)c1ccc(C)cc1)c1cccnc1 (stereo not drawn)
0,COc1ccc(NC(=O)CSc2nnc(-c3ccco3)n2C)cc1
0,Cc1ccc(CSCC(=O)N2CCN(Cc3ccc4c(c3)OCO4)CC2)cc1
-3,Cc1cc(OCC(=O)Nc2ccc(N3CCCC3)cc2)cc(C)c1Cl
-18,O=C(OCC(=O)N1CCN(C(=O)c2ccco2)CC1)c1cn(-c2ccccc2)nc1-c1ccccc1
-7,Cc1ccc(CN2C(=O)CCC2C(=O)NCCCN2CCOCC2)cc1 (stereo not drawn)
-3,CN1CCN(C(=S)Nc2ccc(Cl)cc2Cl)CC1
30,CCC(C)c1ccc2oc(-c3ccc(NC(=O)c4ncn[nH]4)cc3)nc2c1 (stereo not drawn)
-1,NC(=O)C1CCN(C(=O)CSc2ccccn2)CC1
-7,Cc1ccc(CSCCNC(=O)c2ccc(N(C)S(=O)(=O)c3ccccc3)cc2)cc1
-13,CC(C)N(C(=O)c1ccc(C(=O)Nc2ccc([N+](=O)[O-])cc2)cc1)C(C)C
39,Cc1nnc(NC(=O)CSc2nnc(-c3ccco3)o2)s1
1,CCOC(=O)N1CCN(C(=O)CCCN2C(=O)CSc3nc(C)cc(C)c32)CC1
-2,O=C(c1ccc2c(=O)n(C3CCCC3)c(=S)[nH]c2c1)N1CCc2ccccc21
-3,N#C/C(=C\c1ccc(C#N)cc1)C(=O)N1CCCC1
-19,O=C(O)c1ccc(-c2ccco2)n1Cc1ccccc1
14,Cc1ccc(S(=O)(=O)c2nc(NCCCn3ccnc3)sc2Cl)cc1
-6,CCOc1ccc(C(=O)NCC2OCCc3ccccc32)cc1 (stereo not drawn)
-5,C/C=C/CSc1nc2c(c(=O)[nH]c(=O)n2C)n1CCC
-15,N#CCc1ccc(NC(=O)Nc2cccc3ccccc23)cc1
-14,CNC(=O)c1c(O)c2cccc3c2n(c1=O)CC3
-3,O=C1C=C(Nc2ccc(Cl)cc2)CC(c2ccco2)C1 (stereo not drawn)
-4,COc1ccc(CC2CCOC2=O)cc1 (stereo not drawn)
2,O=C(OCCN1C(=O)c2ccccc2C1=O)c1ccc(S(=O)(=O)N2CCCCCC2)cc1

Next section.
ARNT-TACC3 inh,smiles
-2,C=CCn1c(COc2ccc(Cl)cc2)nnc1SCC(=O)N/N=C/c1cccc(O)c1
16,COc1ccccc1C(=O)Nc1ccccc1C(=O)N1CCCC1
-4,COc1ccc(CC(=O)Nc2ccc(S(=O)(=O)Nc3ncccn3)cc2)cc1
-5,O=C(O)Cc1csc2ccccc12
-1,COC(=O)C1=C(C(=O)c2ccccc2)C(c2ccc(O)c(OC)c2)n2nnnc2N1 (stereo not drawn)
-4,CCOC(=O)Cn1nnnc1CN(Cc1ccc(OC)cc1)Cc1cc2cc(C)ccc2[nH]c1=O
0,Cc1ccc(S(=O)(=O)C(C)C(=O)c2ccc3c(c2)OCCO3)cc1 (stereo not drawn)
-7,Cc1cccc(C2=N/C(=C\c3cccnc3)C(=O)O2)c1
-10,COc1ccc(S(=O)(=O)Nc2ccccc2C(=O)NCc2ccco2)cc1Br
-2,Cc1ccc(SCc2c(C#N)c3ccccc3n2C)cc1
-2,CCOC(=O)C1Cn2c(nc3c(c2=O)C(C)(CC)Cc2ccccc2-3)S1 (stereo not drawn)
-13,CCOC(=O)c1[nH]c(C)c(C(=O)NCC2CCCO2)c1C (stereo not drawn)
7,CO/N=C/c1ccc(N2CCN(C(=O)c3ccc(C)cc3)CC2)c([N+](=O)[O-])c1
-5,Cc1[nH]c2ccccc2c1C(=O)CSc1nc2ccccc2c(=O)n1CCCN1CCOCC1
0,O=S(=O)(c1ccc(C2=CSC3=NCCN23)cc1)N1CCOCC1
-8,Cn1nc([N+](=O)[O-])nc1Oc1ccccc1N
1,O=C1c2cccnc2C(=O)N1Cc1ccc(S(=O)(=O)N2CCOc3ccc(Cl)cc32)cc1
-3,O=C(Nc1ccc(OCC(=O)N2CCC(Cc3ccccc3)CC2)cc1)c1ccco1
-5,O=C1c2ccccc2C(=O)N1CCOCCN1C(=O)c2ccccc2C1=O
-2,O=C(NCc1ccco1)c1cccc2ccccc12
1,Cc1ccc(SCc2cn3cccnc3n2)cc1
-8,CCOC(=O)c1cc(C(C)=O)n2ccccc12
-1,CCOC(=O)C1CCN(C2CC(=O)N(c3ccc(OCC)cc3)C2=O)CC1 (stereo not drawn)
-9,NNC(=O)c1cccc(COc2ccccc2Br)c1
0,CCSc1nc(O)cc(=O)n1-c1ccc(OC)cc1
-5,Cc1cccc(OC(=O)Cn2c(C(F)(F)F)nc3ccccc32)c1
-5,COc1cc(S(=O)(=O)N2CCCCC2)ccc1NC(C)=O
-2,Cc1nnc2n(C3CCCCC3)c(=O)c3c4c(sc3n12)COC(C)(C)C4
64*,N#Cc1ccsc1NC(=O)c1ccccn1
-6,Cc1cc(N2CCCCC2)c(F)cc1[N+](=O)[O-]
-1,CCCCNC(=O)CCn1nc(-c2ccccc2)c2ccccc2c1=O
-1,CCn1c(=O)c2c(nc(SCc3ccccn3)n2C)n(C)c1=O

ARNT-TACC3 inh, what is marked active above
ARNT-TACC3 inh,smiles
64*,N#Cc1ccsc1NC(=O)c1ccccn1

Next structures follow:
ARNT-TACC3 inh,smiles
-1,Cc1sc2c(c1C)CN(C(C)(C)C)CN2C(=O)c1ccccc1
1,Cc1ccc(CNC(=O)CN(C)S(=O)(=O)c2ccc3c(c2)n(C)c(=O)c(=O)n3C)cc1
-7,Cc1ccccc1OC(C)c1nc(-c2ccccc2)no1 (stereo not drawn)
-7,COC(=O)c1nn(-c2c(C)n(C)n(-c3ccccc3)c2=O)cc1O
-5,CCCC(=O)c1ccc(N2CCN(C(=O)c3ccccc3Br)CC2)c(F)c1
-7,O=C(c1cc2ncc(Br)cn2n1)N1CCN(C(=O)c2ccco2)CC1
13,CC(=O)Nc1nonc1NC(=O)CSc1nc2ccccc2o1
-5,COc1cc([C@H]2c3[nH]c4ccccc4c3C[C@H]3C(=O)N4[C@@H](c5cc(OC)c(OC)c(OC)c5)c5[nH]c6ccccc6c5C[C@H]4C(=O)N23)cc(OC)c1OC

In the list so far, these have a thiophene ring, fused or not:
ARNT-TACC3 inh,smiles
-5,O=C(O)Cc1csc2ccccc12
-2,Cc1nnc2n(C3CCCCC3)c(=O)c3c4c(sc3n12)COC(C)(C)C4
64*,N#Cc1ccsc1NC(=O)c1ccccn1
-1,Cc1sc2c(c1C)CN(C(C)(C)C)CN2C(=O)c1ccccc1

Next section
ARNT-TACC3 inh,smiles
9,Cc1ccc(CN2CCN(/N=C/c3ccco3)CC2)c(C)c1
1,C#CCOCCOCCOCCNc1nc(N2CCN(C(=O)[C@H](CCCCN)n3cc([C@@H](N)CC(C)C)nn3)CC2)nc(N2CCN(C(=O)[C@H](CCCCN)n3cc([C@@H](N)CC(C)C)nn3)CC2)n1
-2,CC1CCCC/C1=N/Nc1ccc([N+](=O)[O-])cc1[N+](=O)[O-] (stereo not drawn)
3,CCCCN(C(=O)c1cc(OC)c(OC)c(OC)c1)C1=CC2CCC(C1)N2C (stereo not drawn)
-8,COC(=O)CN1C(=O)Nc2ccc(Br)cc2C1c1ccccc1Cl (stereo not drawn)
1,CC1=C(C(=O)Nc2ccc([N+](=O)[O-])cc2)C(c2cccc(C(F)(F)F)c2)NC(=S)N1c1ccccc1 (stereo not drawn)
4,NCCCNC(=O)c1cc2ccccc2[nH]1
-1,Nc1ccc(-n2cnc3cc([N+](=O)[O-])ccc32)cc1
-8,COC(=O)c1ccc(NS(=O)(=O)c2cc(C)ccc2OC)cc1
0,CCOC(=O)c1ccc(NC(=O)CC2Sc3ncnn3C2=O)cc1 (stereo not drawn)
-2,CCOC(=O)C1CCN(c2nc3ccccc3nc2C(C#N)C(=O)OC(C)C)CC1 (stereo not drawn)
-5,COC(=O)c1[nH]c2c(c1C)C(=O)CC(c1ccc(C)cc1)C2 (stereo not drawn)
-12,Cc1nn(CCO)c(C)c1Oc1ccccc1O
-1,N#CC1=C2C=Cc3ccccc3N2CCCC1=O
6,O=c1cc(-c2ccc(Cl)c(Cl)c2)[nH][nH]1
-8,Cn1c(CSc2nc3ccccc3s2)nnc1SCC(=O)NCCN1CCOCC1
-12,Cc1nc(NC(=O)/C=C/c2ccccc2)sc1C(=O)Nc1ccccc1
-3,CN1C(=O)C(Cl)(Cl)C(=O)c2ccccc21
-1,Cc1cccc(Nc2ccccc2C(=O)OCC(=O)N(C)C2CCS(=O)(=O)C2)c1C (stereo not drawn)
-2,Cc1ccc(NC(=O)CSc2nnc(-c3cccnc3)n2-c2ccc(C)cc2)cc1
-11,Cc1ccc(-c2nc(CS(=O)CC(=O)NCc3ccc4c(c3)OCO4)c(C)o2)cc1 (stereo not drawn)
3,CC(=O)C(=Nc1ccc(Cl)cc1Cl)NNc1cccc(Cl)c1
3,Cc1cc(-n2nc(C)cc2C)n2nc(C)c(-c3ccc(Cl)cc3)c2n1
-4,O=C(NC1(C(F)(F)F)C(=O)Nc2c1c(=O)[nH]c(=O)n2-c1ccc(F)cc1)c1cccnc1 (stereo not drawn)

Four entries already listed, arranged by the number in ARNT-TACC3 inh, smallest number first:
structure | ARNT-TACC3 inh
Cc1ccc(-c2nc(CS(=O)CC(=O)NCc3ccc4c(c3)OCO4)c(C)o2)cc1 (stereo not drawn) | -11
CN1C(=O)C(Cl)(Cl)C(=O)c2ccccc21 | -3
Cc1ccc(NC(=O)CSc2nnc(-c3cccnc3)n2-c2ccc(C)cc2)cc1 | -2
CC(=O)C(=Nc1ccc(Cl)cc1Cl)NNc1cccc(Cl)c1 | 3

A second format for some results above.
SMILES	ARNT-TACC3 inh
O=C1c2cccnc2C(=O)N1Cc1ccc(S(=O)(=O)N2CCOc3ccc(Cl)cc32)cc1	1
O=C(Nc1ccc(OCC(=O)N2CCC(Cc3ccccc3)CC2)cc1)c1ccco1	-3
O=C1c2ccccc2C(=O)N1CCOCCN1C(=O)c2ccccc2C1=O	-5
O=C(NCc1ccco1)c1cccc2ccccc12	-2
Cc1ccc(SCc2cn3cccnc3n2)cc1	1

(next part)
ARNT-TACC3 inh,smiles
0,Cc1cccc(S(=O)(=O)Nc2cccc(-c3cn4ccsc4n3)c2)c1
3,CCCN1C(=O)SC(CC(=O)Nc2ccc(C)cc2)C1=O (stereo not drawn)
-1,O=C(CN1CCN(c2ccc(F)cc2)CC1)OCc1ccccc1
1,CC1=C(C#N)C(NC(=O)C2CCCCC2)(C(F)(F)F)C(=O)N1 (stereo not drawn)
18,O=C(CCn1cccc1)NCc1ccc2c(c1)OCO2
-1,CCOC(=O)CCc1cccc2c1CCC2=O
6,N/C(=N\S(=O)(=O)c1cccs1)c1ccccc1
1,CN1C(=O)C(C)(C)c2cc(S(=O)(=O)NCC(=O)NCc3ccccc3)ccc21
-4,CCOC(=O)c1[nH]c(C)c(CN(CCc2ccc(OC)c(OC)c2)C(=O)CCCC(=O)O)c1C
-1,O=c1oc2ccccc2cc1-c1csc(NN=C2CCCCC2)n1
